NOD2-RIPK2 inh – NOD2-RIPK2 protein interaction inhibition. inhibition, % at 4.98 µM. CHO BLA complementation NOD2-RIPK2, CCF4 ratio. AID 624267. O43353. 360,000 compounds, 0.38% hits; in the data active means inhibition above about 21%;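 further: 0% = vehicle only and 100% = reference blocker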
ABCB6 inh MLPCN – human ABCB6 transporter inhibition; Q9NP58; K562-ABCB6 porphyrin accumulation, flow cytometry, 1 h; active compounds read low; fluorescence ratio to DMSO, % at 10 µM; 360,000 compounds, 0.19% hits; AID 602162;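 active means fluorescence ratio to DMSO below 75%, the collection mean minus 3 SD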;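 further: signal is porphyrin accumulated inside mitochondria; 100% equals median channel fluorescence of DMSO control wells; lower ratio means ABCB6 inhibition with less porphyrin fluorescence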
TLR9-MyD88 block – inhibitors of human TLR9-MyD88 binding | Q9NR96+Q99836 | CHO BLA complementation TLR9-MyD88, CCF4 FRET ratio | inhibition, % at 4.98 µM | 340,000 compounds, 0.21% hits;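 active means inhibition above the mean over all tested compounds plus 3 SD, cut at about 21% in these data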;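 further: 0% = DMSO only wells and 100% = clavulanate BLA inhibitor control wells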
Vif inh – HIV Vif inhibition; HEK293T cells, Vif self-association by quenched fluorescence, imaging, 24 h; inhibition, % at 7.49 µM; 340,000 compounds, 0.35% hits; AID 602346; in the data active means inhibition above about 50%, passing the limit was not always enough; further: some results filed as inactive read as strong as hits
ABHD5-PLIN5 inh – blocks binding of human ABHD5 to perilipin-5; 360,000 compounds, 0.78% hits; inhibition, % at 4 µM; Split G. princeps luciferase complementation, luminescence, 4 h; Q00G26+Q8WTS1;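 active means inhibition above the mean inhibition across every tested compound plus 3 SD, cut at about 22% in these data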;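 further: 0% = DMSO only wells and the 100% control is not disclosed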
Target sequence (Q00G26 whole entry, looked up): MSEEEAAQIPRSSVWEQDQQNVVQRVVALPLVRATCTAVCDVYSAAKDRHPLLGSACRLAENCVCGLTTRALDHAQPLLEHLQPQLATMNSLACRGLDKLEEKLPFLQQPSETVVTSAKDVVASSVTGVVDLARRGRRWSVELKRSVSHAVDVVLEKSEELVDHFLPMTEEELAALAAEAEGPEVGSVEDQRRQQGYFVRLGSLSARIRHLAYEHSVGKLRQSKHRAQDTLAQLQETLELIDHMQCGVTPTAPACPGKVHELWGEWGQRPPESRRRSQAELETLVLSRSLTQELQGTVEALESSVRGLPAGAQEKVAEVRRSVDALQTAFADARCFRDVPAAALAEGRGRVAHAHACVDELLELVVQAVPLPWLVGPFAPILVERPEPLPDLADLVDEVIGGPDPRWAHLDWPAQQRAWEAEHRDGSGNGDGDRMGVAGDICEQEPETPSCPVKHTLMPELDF
Target sequence (Q8WTS1 whole entry, looked up): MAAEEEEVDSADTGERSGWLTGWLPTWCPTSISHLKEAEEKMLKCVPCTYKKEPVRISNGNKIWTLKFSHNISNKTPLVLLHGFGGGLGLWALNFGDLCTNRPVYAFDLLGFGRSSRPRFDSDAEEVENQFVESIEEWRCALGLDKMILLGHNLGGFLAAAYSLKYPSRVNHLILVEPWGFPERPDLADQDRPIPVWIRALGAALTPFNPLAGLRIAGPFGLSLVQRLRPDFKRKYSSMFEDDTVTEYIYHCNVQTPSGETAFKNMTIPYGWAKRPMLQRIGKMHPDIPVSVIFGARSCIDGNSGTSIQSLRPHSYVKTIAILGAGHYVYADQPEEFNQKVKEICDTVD
N-glyco inh – blocks N-linked glycosylation in D54 reporter cells | D54 ERlucT glycosylation luciferase reporter, 24 h; percent of 100 nM tunicamycin response | reporter increase, % at 12.5 µM | 360,000 compounds, 0.23% hits | AID 588692;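 active means mean luciferase reporter signal, scaled so untreated is 0 and the glycosylation-blocking control 100, at or above a set limit in every replicate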;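 further: luciferase carries N-glycosylation sites so blocking glycosylation raises the light; 0% = median of neutral control wells and 100% = median of 100 nM tunicamycin wells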
aDG glyco act – alpha-DG glycosylation activation; AID 624168; 360,000 compounds, 0.22% hits; activation, % at 10 µM; Pro5-aDG cells, alpha-DG glycosylation AlphaScreen (IIH6); 0% Pro5, 100% B10-LARGE cell signal;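 active means activation of at least 8% versus controls, or a plate z-score of at least 8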;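 further: Pro5 are CHO cells carrying HIG-tagged alpha-DG that lacks glycosylation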
Granule exo inh – lytic granule exocytosis inhibition; AID 651702; TALL-104 LAMP-1 surface exposure, flow cytometry; cells stimulated with thapsigargin and PMA; 360,000 compounds, 0.66% hits; inhibition, % at 10 µM;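 active means inhibition above about 55%, limit read from the data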
MC4R ag barr – agonists of human melanocortin 4 receptor (MC4R) beta-arrestin; P32245; U2OS MC4R beta-arrestin complementation, luminescence; percent of melanotan II response, DMSO zero; activation, % at 8.9 µM; 360,000 compounds, 0.98% hits;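 active means activation above a per-plate cutoff, the mean activation of sample wells on that plate plus 3 SD, cut at about 8% in these data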
MC4R antagonist – blocks human MC4R cAMP signaling. P32245. MC4R-expressing cells, MTII-stimulated cAMP, LANCE TR-FRET. inhibition, % at 6.5 µM. 360,000 compounds, 0.48% hits. AID 540295;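 active means inhibition above its plate's cutoff, the mean of tested wells on that plate plus 3 SD, cut at about 29% in these data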;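 further: 0% = Melanotan II alone and 100% = Melanotan II plus saturating MCL0020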
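Assay system: U2OS cells stably expressing human melanocortin 4 receptor (MC4R) / Dosing: 6.5 µM / Timing: compound 30 min, challenge 1 h, detection 1 h / Measured by: Eu-cAMP/anti-cAMP TR-FRET, emission 671 nm / Replicates: singlicate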
Starred values were filed as active, the others as inactive; · = no result given. The list is partial; rates above refer to the full screens.

NOD2-RIPK2 inh	ABCB6 inh MLPCN	TLR9-MyD88 block	Vif inh	ABHD5-PLIN5 inh	N-glyco inh	aDG glyco act	Granule exo inh	MC4R ag barr	MC4R antagonist	SMILES
-4	101	5	-3	-10	1	0.9	-4	-1.1	6	O=C(NC1CCCCC1)N1CCCC(c2nc(-c3ccc(S(=O)(=O)N4CCCC4)cc3)no2)C1 (configuration not stated)
-96	81	0	5	-5	-2	-0.1	1	-0.5	-3	Cc1cccc(Nc2nc(N)nc(CN3CCN(Cc4ccc5c(c4)OCO5)CC3)n2)c1
3	100	1	7	8	3	-0.2	-10	-0.9	-5	CC1=C(C(=O)NCCN2CCOCC2)C2(CCC(C)CC2)OC1=O (configuration not stated)
-2	103	0	4	-5	3	-0.2	19	-0.2	9	O=C(CCN1C(=O)c2ccccc2C1=O)Nc1ccc(F)cc1
-24	102	-1	2	-2	-5	0.4	1	1.0	-12	c1ccc(-c2csc3nnc(SCc4ccc5c(c4)OCO5)n23)cc1
-16	104	-12	-4	14	1	-0.1	3	-2.5	7	CCN(C(=O)CCc1nnc2ccc(NCc3ccco3)nn12)c1ccccc1
-3	97	-7	-2	-2	1	0.0	-5	11*	1	Cc1nn(Cc2ccccc2)c(C)c1C(=O)NCCN1C(=O)S/C(=C\c2ccccc2)C1=O
4	101	6	6	-14	0	0.0	0	-0.5	9	Cc1nc(-c2ccccc2)sc1C1(C)CC(c2ccc(C#N)cc2)=NO1 (configuration not stated)
0	98	-4	-4	1	1	0.1	-2	-0.4	13	Cn1nnnc1SCC(=O)NCC(=O)c1ccccc1
-7	98	-25	-9	0	1	0.6	1	0.0	19	Cc1c(C(=O)N(C)c2ccccc2)oc2c1C(O)CC(C)(C)C2 (configuration not stated)
-4	94	-4	-8	-4	1	-0.2	-2	1.6	-5	CC(C)(C)c1nnc2sc(SCCN3C(=O)c4ccccc4C3=O)nn2c1=O
-10	97	6	-3	3	-2	0.1	3	-0.1	0	Cc1cc(C)cc(NC(=O)COC(=O)c2ccc(CN3CCCC3=O)cc2)c1
6	92	-6	-12	-6	-3	0.5	17	0.9	22	COc1ccc(NC(=O)c2cccc(S(=O)(=O)N3CCCCCC3)c2)cc1
-2	95	-18	-3	-5	3	-0.2	18	-1.5	-12	C/C(CC(=O)NCc1ccco1)=N\NC(=O)COc1ccc(Cl)cc1Cl
0	100	-8	2	4	2	0.2	-3	0.3	24	CC(C)Cn1c(N)c(C(=O)COC(=O)c2cc(-c3ccccc3)nc3ccccc23)c(=O)n(C)c1=O
-5	108	-5	10	-1	0	-0.3	1	2.2	12	CCNc1ccc(C(=O)OC(C(=O)NC(N)=O)C(C)C)cc1[N+](=O)[O-] (configuration not stated)
-6	109	·	-2	-12	-1	-0.1	3	0.6	2	OC(c1ccccc1)c1nc(-c2cccc(F)c2)cs1 (configuration not stated)
6	101	-5	-2	-7	-11	0.1	-5	-1.7	2	N#Cc1ccsc1NC(=O)CSc1nncs1
-4	94	1	2	-8	-1	0.1	9	-2.6	8	CCOC(=O)CCC(NC(=O)CCCCCCCC(=O)NC(CCC(=O)OCC)C(=O)OCC)C(=O)OCC (configuration not stated)
-3	101	2	1	0	3	-0.4	-4	-2.6	-2	CC(C)(O)C(O)COc1c2ccoc2cc2oc(=O)ccc12 (configuration not stated)
0	95	-2	-6	3	-2	0.0	14	-0.3	6	COc1ccc(CN2CCN(CCc3ccccc3)C(CCO)C2)c(Cl)c1OC (configuration not stated)
-1	89	2	·	-2	-2	0.4	1	0.7	-2	Cc1nn(Cc2ccccc2)c(C)c1NC(=O)c1cc(-c2ccc3c(c2)OCO3)on1
-6	96	-3	-1	8	1	-0.2	0	-0.9	18	COc1ccc(C(=O)Nc2nc(-c3ccc([N+](=O)[O-])cc3)c(-c3ccc(OC)cc3)s2)cc1
-15	100	0	0	-3	-4	-0.1	0	1.1	3	COc1ccc(C2CC(c3ccc(OC)cc3)n3nc(N)nc3N2)cc1 (configuration not stated)
-8	97	6	·	3	-1	0.5	-4	-1.1	8	CCN(CC)CC(=O)NN=C(c1ccccc1)c1ccccc1

Compounds above with an aryl methoxy group (four):
NOD2-RIPK2 inh	ABCB6 inh MLPCN	TLR9-MyD88 block	Vif inh	ABHD5-PLIN5 inh	N-glyco inh	aDG glyco act	Granule exo inh	MC4R ag barr	MC4R antagonist	SMILES
6	92	-6	-12	-6	-3	0.5	17	0.9	22	COc1ccc(NC(=O)c2cccc(S(=O)(=O)N3CCCCCC3)c2)cc1
0	95	-2	-6	3	-2	0.0	14	-0.3	6	COc1ccc(CN2CCN(CCc3ccccc3)C(CCO)C2)c(Cl)c1OC (configuration not stated)
-6	96	-3	-1	8	1	-0.2	0	-0.9	18	COc1ccc(C(=O)Nc2nc(-c3ccc([N+](=O)[O-])cc3)c(-c3ccc(OC)cc3)s2)cc1
-15	100	0	0	-3	-4	-0.1	0	1.1	3	COc1ccc(C2CC(c3ccc(OC)cc3)n3nc(N)nc3N2)cc1 (configuration not stated)

Record cards, as listed above. Order of values: NOD2-RIPK2 inh | ABCB6 inh MLPCN | TLR9-MyD88 block | Vif inh | ABHD5-PLIN5 inh | N-glyco inh | aDG glyco act | Granule exo inh | MC4R ag barr | MC4R antagonist
Listed for CC(C)Cn1c(N)c(C(=O)COC(=O)c2cc(-c3ccccc3)nc3ccccc23)c(=O)n(C)c1=O = 0 | 100 | -8 | 2 | 4 | 2 | 0.2 | -3 | 0.3 | 24
Listed for N#Cc1ccsc1NC(=O)CSc1nncs1 = 6 | 101 | -5 | -2 | -7 | -11 | 0.1 | -5 | -1.7 | 2
Listed for C/C(CC(=O)NCc1ccco1)=N\NC(=O)COc1ccc(Cl)cc1Cl = -2 | 95 | -18 | -3 | -5 | 3 | -0.2 | 18 | -1.5 | -12
Listed for CCN(CC)CC(=O)NN=C(c1ccccc1)c1ccccc1 = -8 | 97 | 6 | · | 3 | -1 | 0.5 | -4 | -1.1 | 8

2 records drawn at random from the list so far, as already listed:
NOD2-RIPK2 inh	ABCB6 inh MLPCN	TLR9-MyD88 block	Vif inh	ABHD5-PLIN5 inh	N-glyco inh	aDG glyco act	Granule exo inh	MC4R ag barr	MC4R antagonist	SMILES
-3	101	2	1	0	3	-0.4	-4	-2.6	-2	CC(C)(O)C(O)COc1c2ccoc2cc2oc(=O)ccc12 (configuration not stated)
-5	108	-5	10	-1	0	-0.3	1	2.2	12	CCNc1ccc(C(=O)OC(C(=O)NC(N)=O)C(C)C)cc1[N+](=O)[O-] (configuration not stated)

With a hit mark in MC4R ag barr, among the entries above:
NOD2-RIPK2 inh	ABCB6 inh MLPCN	TLR9-MyD88 block	Vif inh	ABHD5-PLIN5 inh	N-glyco inh	aDG glyco act	Granule exo inh	MC4R ag barr	MC4R antagonist	SMILES
-3	97	-7	-2	-2	1	0.0	-5	11*	1	Cc1nn(Cc2ccccc2)c(C)c1C(=O)NCCN1C(=O)S/C(=C\c2ccccc2)C1=O

Source: PubChem (several laboratories)
